Bioassay records from PubChem.
CAL PDZ FP-1 – inhibitors of human CAL PDZ peptide binding; Q9HD26; purified CAL PDZ, TMR-peptide fluorescence polarization, 1 h; inhibition, % at 24.9 µM; 300,000 tested, 0.92% active; AID 602252;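 active = mean inhibition of at least 30% with at least half of replicates also reaching 30%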;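 note: 0% = DMSO neutral control and 100% = excess unlabeled competitor peptide PRC23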
MITF act – increases MITF-driven TRPM1 promoter luciferase signal | 300,000 tested, 0.75% active | AID 588334 | SK-MEL-5 TRPM1-promoter luciferase, 24 h; % of positive control, neutral wells = 0 | activation, % at 12.5 µM;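 active = mean activation of at least 80% with every replicate also reaching 80%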;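 note: 0% = neutral control wells and 100% = parthenolide positive control wells; values of inactives mirror those of a sister screen read the other way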
SR-BI DiI-HDL act – enhances SR-BI lipid uptake from DiI-HDL; CHO ldlA[mSR-BI] cells, DiI-HDL uptake fluorescence, 3 h; 100 = double the neutral-control signal; 320,000 tested, 0.096% active; activation, % at 12.5 µM; AID 504775;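 active = mean replicate activation of at least 60% and every replicate at or above 60%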;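 note: 0% = median plate neutral-control signal and 100% = twice that signal; values of inactives mirror those of a sister screen read the other way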
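Material: SR-BI-overexpressing, LDLR-lacking CHO cells; schedule: compound exposure 3 h, 37 °C; reagent: DiI-labelled HDL at 10 µg/mL final; technique: bottom-read fluorescence, 550/595 nm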
CAL PDZ FP-2 – blocks peptide binding to human CAL PDZ domain. inhibition, % at 20 µM. Q9HD26. 330,000 tested, 0.02% active. AID 504414. purified CAL PDZ, TMR-peptide fluorescence polarization, 1 h;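 active = highest replicate inhibition of at least 40%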;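 note: plate controls were DMSO neutral control wells for no effect and unlabeled competitor peptide control wells for full effect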
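Test system: purified CerCALP PDZ construct; Compound dosing: one concentration, 20 µM compound; Also added: TMR-labelled reporter peptide T*-PRC34 bound in PDZ groove; Read-out: inhibition from polarization loss; Controls: unlabelled peptide and DMSO controls; Signal: FP readout, S and P plane fluorescence; Incubation: 1 h at RT.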
phage Ecoli inh – E. coli growth loss with phage present; growth absorbance; inhibition, % at 11.9 µM; 360,000 tested, 0.26% active; in the data active = inhibition above about 11%
Tat transport – inhibitors of E. coli Tat protein transport. AID 488895. E. coli MC4100 TorA-mCherry Tat export, fluorescence. inhibition, % at 10 µM. 340,000 tested, 0.036% active;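 active = mean replicate inhibition at least 50% and at least half of replicates individually reaching 50%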;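 note: exported cargo escapes ClpAP degradation while cytoplasmic cargo is degraded and loses fluorescence; 0% = median of neutral control wells and 100% = median of NaSCN control wells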
AddAB inh – less growth of phage-infected E. coli with AddAB. E. coli expressing H. pylori AddAB, absorbance growth. inhibition, % at 11.9 µM. 330,000 tested, 0.29% active. AID 435030; in the data active = inhibition above about 12%;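 note: 0% = vehicle wells of infected cells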
Wnt act – Wnt/beta-catenin pathway activation; 300,000 tested, 1.2% active; Wnt/beta-catenin reporter cell assay, activator, plate reader; activation, % at 9.35 µM; in the data active = activation above about 30%, passing the limit was not always enough;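 note: 0% = neutral control wells and 100% = positive control wells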
Ecoli viability – reduces bacterial viability in AddAB counter-screen; E. coli V3065 growth, OD600 absorbance, 18 h; inhibition, % at 11.9 µM; 330,000 tested, 0.27% active;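 active = inhibition above the campaign's mean inhibition across all tested compounds plus 3 SD, cut at about 9.9% in these data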;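 note: uninfected addAB+ strain grown without phage in ampicillin broth; 0% = DMSO wells and 100% = ciprofloxacin 0.95 µg/ml wells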
SR-BI DiI inh – inhibitors of mouse SR-BI mediated HDL lipid uptake; AID 488896; inhibition, % at 12.5 µM; ldlA[mSR-BI] CHO cells, DiI-HDL uptake fluorescence, 3 h; Q61009; 320,000 tested, 0.96% active;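 active = mean replicate inhibition of at least 70% and a set share of replicates each scoring 70 or more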;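 note: 0% = median of neutral control wells and 100% = median of positive control wells; values of inactives mirror those of a sister screen read the other way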
Target sequence (Q61009 whole entry, looked up): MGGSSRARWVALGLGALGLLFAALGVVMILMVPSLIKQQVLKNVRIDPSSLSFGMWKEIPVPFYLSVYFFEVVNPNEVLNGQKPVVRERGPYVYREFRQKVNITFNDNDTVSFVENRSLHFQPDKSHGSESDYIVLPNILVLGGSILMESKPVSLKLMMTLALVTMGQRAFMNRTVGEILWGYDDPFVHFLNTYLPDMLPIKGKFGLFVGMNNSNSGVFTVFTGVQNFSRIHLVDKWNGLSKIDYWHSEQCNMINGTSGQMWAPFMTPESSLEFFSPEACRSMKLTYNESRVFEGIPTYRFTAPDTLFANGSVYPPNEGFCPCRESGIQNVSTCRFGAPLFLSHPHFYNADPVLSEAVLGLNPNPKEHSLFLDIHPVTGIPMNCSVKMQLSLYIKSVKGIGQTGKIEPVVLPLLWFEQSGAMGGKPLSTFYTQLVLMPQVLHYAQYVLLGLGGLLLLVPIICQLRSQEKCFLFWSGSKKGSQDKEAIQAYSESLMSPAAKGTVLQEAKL
Numbers without * were called inactive; x = no result given.

#1 COCCNc1nc2nonc2nc1N(C)Cc1cccc2cnccc12
#2 CC1=CCC2C(=O)N(c3ccc(S(N)(=O)=O)cc3)C(=O)C2C1 (centres undefined)
#3 COc1cccc(OCC(=O)Nc2ccncc2)c1
#4 Cc1ccc2c(c1)/C(=C/c1ccc(F)cc1)C(=O)N2
#5 COc1ccc(OCC(=O)NNc2nc3ccccc3s2)cc1
#6 O=C(CNC(=O)Cc1ccccc1)NCC(=O)N1CCCCC1
assay / entry | 1 | 2 | 3 | 4 | 5 | 6
CAL PDZ FP-1 | -3 | -4 | -5 | -2 | x | -2
MITF act | -4 | -11 | 10 | -10 | x | -10
SR-BI DiI-HDL act | -5 | 2 | -8 | -10 | -16 | 1
CAL PDZ FP-2 | 0.1 | 0.7 | -1.0 | -1.3 | -0.6 | -3.1
phage Ecoli inh | 3.2 | 1.2 | 4.0 | 0.1 | 0.4 | 2.1
Tat transport | 1 | 4 | 4 | -4 | -3 | -3
AddAB inh | -0.2 | 2.5 | 1.5 | 2.4 | 0.8 | 0.3
Wnt act | -1 | 3 | 0 | 0 | -1 | 1
Ecoli viability | -0.9 | -1.0 | 0.7 | -2.0 | -0.8 | 1.6
SR-BI DiI inh | 5 | -2 | 8 | 10 | 16 | -1

#7 Cc1cc(C)c(C)c(S(=O)(=O)N2CCN(CC(=O)Nc3ccc([N+](=O)[O-])cc3)CC2)c1C
#8 On1nnc2cc(C(F)(F)F)ccc21
#9 CCOC(=O)N1CCN(C(=O)C(=O)NNC(=O)COc2ccc(Cl)cc2)CC1
#10 COc1ccc(-c2nc(CN3CCN(c4ncccn4)CC3)c(C)o2)cc1C
#11 CCOC(=O)CCP(=O)(O)C(O)c1ccccc1 (centres undefined)
#12 CCOc1cc(NC(=S)NCC2CCCO2)c(OCC)cc1NC(=O)c1ccc(C)cc1 (centres undefined)
assay / entry | 7 | 8 | 9 | 10 | 11 | 12
CAL PDZ FP-1 | 1 | 2 | -2 | 4 | 22 | -6
MITF act | -11 | -4 | -6 | 11 | -3 | 13
SR-BI DiI-HDL act | -56 | 13 | 16 | 3 | 11 | 37
CAL PDZ FP-2 | -2.5 | -2.4 | -2.1 | -1.5 | -0.6 | -1.7
phage Ecoli inh | 1.2 | 1.4 | 1.8 | 2.6 | 0.2 | 2.1
Tat transport | -1 | -2 | -7 | 2 | 5 | 2
AddAB inh | 4.1 | 6.7 | -3.5 | -1.9 | 2.2 | -0.9
Wnt act | x | -2 | -2 | -1 | x | x
Ecoli viability | 0.2 | -1.4 | -0.5 | -1.3 | 1.4 | -2.7
SR-BI DiI inh | 56 | -13 | -16 | -3 | -11 | -37

#13 CCOC(=O)[C@H]1[C@H]2COc3ccc(OC)cc3[C@@H]2N2C(=O)c3cc(OC)ccc3NC(=O)[C@@]12C
#14 CCOCCn1c(CN2CCN(c3ccc(F)cc3)CC2)nc2c1c(=O)n(C)c(=O)n2C
#15 O=C(COC(=O)Cc1ccc(Br)cc1)NC1CCCCCC1
#16 Cc1ccc(CCNC(=O)C2CCN(S(=O)(=O)c3ccc4c(c3)NC(=O)CO4)CC2)cc1
#17 CN(C)c1ccc(C(=O)N2CCNC(=O)C2CC(=O)Nc2ccc(F)cc2)cc1 (centres undefined)
#18 CCc1noc(C)c1C(=O)N(C)CC(=O)Nc1ccc(OC)cc1
assay / entry | 13 | 14 | 15 | 16 | 17 | 18
CAL PDZ FP-1 | -2 | -5 | 8 | 7 | -4 | 23
MITF act | 0 | x | 0 | 13 | -9 | 3
SR-BI DiI-HDL act | 36 | -4 | 7 | -11 | 14 | 11
CAL PDZ FP-2 | -0.3 | 0.4 | -0.1 | -2.5 | -0.8 | -1.8
phage Ecoli inh | 1.6 | 0.5 | 3.0 | 1.1 | -0.9 | -0.2
Tat transport | -2 | -1 | -4 | -7 | 3 | -9
AddAB inh | 0.1 | -1.2 | -0.3 | 2.7 | 4.2 | 0.8
Wnt act | 2 | -4 | -2 | 0 | 0 | -1
Ecoli viability | -1.7 | -2.1 | 1.5 | -1.6 | 2.5 | -0.5
SR-BI DiI inh | -36 | 4 | -7 | 11 | -14 | -11

#19 CN(Cc1ccc(OC(F)F)cc1)C(=O)/C=C/c1ccc(S(=O)(=O)N2CCOCC2)cc1
#20 Cc1nnc(SCc2cc(=O)[nH]c(=S)[nH]2)s1
#21 COc1ccc(-c2nc3ccccc3c(=O)n2-c2c(C)n(C)n(-c3ccccc3)c2=O)cc1
#22 CC(C)C(NC(=O)c1ccc(F)cc1)C(=O)N1CCOCC1 (centres undefined)
#23 OC(CNCc1cccnc1)COc1ccc2ccccc2c1 (centres undefined)
#24 CC(C)(C)[C@H]1C=C(C(=O)N2CCN(Cc3ccccc3)CC2)O[C@@H](OCc2ccc(CO)cc2)C1
assay / entry | 19 | 20 | 21 | 22 | 23 | 24
CAL PDZ FP-1 | -2 | -7 | x | 0 | 1 | -1
MITF act | 2 | 10 | 1 | x | x | -1
SR-BI DiI-HDL act | -27 | 30 | 11 | 1 | 10 | 4
CAL PDZ FP-2 | 0.3 | -0.7 | -0.4 | 0.3 | 0.0 | 0.1
phage Ecoli inh | 0.1 | 3.6 | 0.3 | -0.2 | -2.3 | 1.7
Tat transport | 4 | -2 | 1 | -1 | 2 | 11
AddAB inh | 2.5 | -1.2 | 2.1 | 1.4 | x | 0.6
Wnt act | -9 | -3 | -2 | 1 | -1 | -4
Ecoli viability | 1.5 | 0.0 | 0.3 | 0.2 | x | -0.2
SR-BI DiI inh | 27 | -30 | -11 | -1 | -10 | -4

#25 C[C@H](NC(=O)[C@@H]1CSC2c3ccccc3C(=O)N21)C(=O)NCCc1ccc(F)cc1 (some centres undefined)
#26 NS(=O)(=O)c1ccc(CNC(=O)C23CC4CC(CC(C4)C2)C3)cc1
#27 O=C(O)c1cc([N+](=O)[O-])cc2ccccc12
#28 CC1CCc2c(sc(NC(=O)C3=COCCO3)c2C(N)=O)C1 (centres undefined)
#29 Cc1cccc(C)c1NC(=O)C1CCCN1S(=O)(=O)c1ccc2c(c1)n(C)c(=O)c(=O)n2C (centres undefined)
#30 O=C(O)c1c2c(nc3ccc(Cl)cc13)CCC2
assay / entry | 25 | 26 | 27 | 28 | 29 | 30
CAL PDZ FP-1 | -3 | -8 | 7 | 1 | x | -2
MITF act | -5 | -7 | -2 | 66 | 6 | -11
SR-BI DiI-HDL act | 5 | 7 | 90* | -62 | 13 | -2
CAL PDZ FP-2 | -2.5 | x | 0.6 | -0.6 | -0.8 | 0.7
phage Ecoli inh | -2.2 | 4.0 | 1.2 | 1.6 | x | 2.8
Tat transport | 5 | -3 | -18 | 2 | -8 | -14
AddAB inh | 2.8 | -1.4 | x | 2.5 | 5.6 | -0.6
Wnt act | -2 | x | -7 | -2 | x | 0
Ecoli viability | -1.3 | -2.2 | x | -1.8 | -0.3 | -1.3
SR-BI DiI inh | -5 | -7 | -90 | 62 | -13 | 2

#31 O=C(O)COc1cccc(NC(=O)c2ccccc2)c1
#32 COc1ccc(-n2nc(C(=O)NCC(=O)NCC3CCCO3)c3ccccc3c2=O)c(OC)c1 (centres undefined)
#33 CCc1ccc(C(=O)N/N=C/c2ccncc2)s1
#34 CS(=O)(=O)N(Cc1ccccc1F)c1ccccc1
#35 COc1ccc(C(=O)NCc2cccc(Cl)c2)cc1S(=O)(=O)N1CCOCC1
#36 CC(NS(=O)(=O)c1ccccc1)C(c1cccs1)N1CCOCC1 (centres undefined)
assay / entry | 31 | 32 | 33 | 34 | 35 | 36
CAL PDZ FP-1 | -19 | 1 | -2 | 5 | -4 | -2
MITF act | -9 | x | 34 | 13 | -12 | x
SR-BI DiI-HDL act | 19 | 13 | 4 | 4 | 2 | 18
CAL PDZ FP-2 | -1.4 | -2.0 | -1.6 | -1.4 | -0.1 | 1.3
phage Ecoli inh | 1.4 | 1.6 | 2.9 | 1.9 | -0.5 | 2.3
Tat transport | 1 | -2 | 4 | -11 | 4 | -9
AddAB inh | 3.0 | 2.6 | x | 0.3 | 2.1 | 1.0
Wnt act | x | -1 | 4 | 4 | -1 | -4
Ecoli viability | -0.4 | -0.4 | x | 4.0 | -0.9 | -1.8
SR-BI DiI inh | -19 | -13 | -4 | -4 | -2 | -18

#37 C/C(=N\NC(=O)c1ccc([N+](=O)[O-])c(C)c1)c1ccccc1Cl
#38 CCNC(=O)c1ccccc1CCc1ccccc1
#39 C/C(=N\Nc1ccc([N+](=O)[O-])cc1)c1cc2ccccc2o1
#40 c1ccc(-c2cn(-c3ccccc3)c3ncnc(N4CCCCC4)c23)cc1
#41 Cc1cc(NC(=O)C2CC(=O)N(c3cccc(C)c3C)C2)no1 (centres undefined)
#42 O=C(CCSCCC(=O)Nc1ccccc1F)Nc1ccccc1F
assay / entry | 37 | 38 | 39 | 40 | 41 | 42
CAL PDZ FP-1 | -5 | -3 | -2 | -6 | 3 | -3
MITF act | 25 | -1 | -10 | -3 | 2 | 4
SR-BI DiI-HDL act | 6 | 9 | -43 | -17 | x | 18
CAL PDZ FP-2 | 0.8 | -0.3 | -3.1 | -0.2 | -0.7 | -0.1
phage Ecoli inh | 1.5 | 2.3 | 4.3 | 0.6 | 3.8 | 1.3
Tat transport | 1 | -5 | -2 | 4 | 7 | -4
AddAB inh | -0.5 | 3.1 | 0.7 | -0.9 | 1.5 | 2.2
Wnt act | 1 | -1 | -1 | 2 | -3 | 5
Ecoli viability | -2.8 | 0.8 | -2.3 | 1.1 | -0.8 | -2.4
SR-BI DiI inh | -6 | -9 | 43 | 17 | x | -18

#43 COc1cccc(NC(=O)c2cc(-c3ccncc3)nc3c(C)cc(C)cc23)c1
#44 CCOc1ccccc1Nc1nnc(SCC(=O)NC(=O)c2cccn2C)s1
#45 O=C(COC(=O)/C=C/c1cccc(Cl)c1)Nc1ccc(N2CCOCC2)cc1
#46 COc1ccc(/C=C(/C#N)C(=O)Nc2cccc(C)c2C)cc1C(=O)O
#47 COc1ccc(C(=O)O)cc1F
#48 Cc1ccc(S(=O)(=O)N2CCC3(CC2)CC(=O)c2ccccc2O3)cc1
#49 Cc1ccc(NC2CCCN(C(=O)CN3C(=O)c4ccccc4C3=O)C2)cc1C (centres undefined)
assay / entry | 43 | 44 | 45 | 46 | 47 | 48 | 49
CAL PDZ FP-1 | 1 | -2 | -3 | -2 | -2 | 1 | -1
MITF act | 3 | -12 | -3 | -2 | 0 | -3 | -16
SR-BI DiI-HDL act | -57 | -10 | -6 | 3 | 15 | 16 | 11
CAL PDZ FP-2 | -0.6 | -4.1 | -0.6 | 1.0 | -1.4 | -1.5 | -1.9
phage Ecoli inh | 2.5 | 1.8 | 4.1 | 1.6 | 0.2 | 1.5 | 1.7
Tat transport | -9 | -1 | 6 | 8 | -1 | -3 | -2
AddAB inh | 1.4 | 3.2 | -0.1 | 0.8 | 1.8 | 0.5 | -0.1
Wnt act | -4 | -2 | -1 | 0 | -3 | -1 | -1
Ecoli viability | 0.7 | -2.3 | -0.7 | 1.0 | 0.4 | 1.7 | -0.2
SR-BI DiI inh | 57 | 10 | 6 | -3 | -5 | -16 | -11

Part of the list above with just SR-BI DiI inh:
No. | Molecule | SR-BI DiI inh
44 | CCOc1ccccc1Nc1nnc(SCC(=O)NC(=O)c2cccn2C)s1 | 10
45 | O=C(COC(=O)/C=C/c1cccc(Cl)c1)Nc1ccc(N2CCOCC2)cc1 | 6

Random draw from the library. Share with any hit: about 3.6%.
